Bioassay records (PubChem BioAssay)
SUMO HTRF inh: inhibitors of human SUMOylation (UBC9) | P63279 | inhibition, % at 35 µM | hit rate 0.36% among 290,000 | HTRF SUMOylation assay, SAE1/SAE2 + UBC9, in vitro; in the data active = inhibition above about 50%, passing the limit was not always enough; note: strong numbers were not always called active
PfM18AAP inh: PfM18AAP enzyme inhibition | recombinant PfM18AAP, H-Glu-NHMec fluorogenic cleavage | inhibition, % at 7.35 µM | hit rate 1.2% among 290,000;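 active = inhibition above the campaign mean inhibition over all tested compounds plus 3 SD, cut at about 28% in these data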;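 note: 0% = plate median of test compound wells and 100% = 2 mM ZnCl2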
IDE cell activ: IDE (human) activation, cell-based; P14735; hit rate 0.073% among 340,000; HEK cells, FAbeta-B cleavage, fluorescence polarization; 0% vehicle, 100% cell-free pure enzyme wells; activation, % at 5.96 µM;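 active = activation above the mean of all tested compounds plus 3 SD, set per screening campaign, cut at about 17% in these data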
IDE cell inh: cellular human IDE inhibition | P14735 | HEK cells, FAbetaB cleavage, fluorescence polarization | inhibition, % at 5.59 µM | hit rate 0.41% among 320,000 | AID 434962;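 active = percent inhibition above the average of all tested compounds plus 3 SD, set per screening campaign, cut at about 16% in these data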;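 note: IDE supplied by intact live HEK cells; FP after avidin binding of uncleaved biotin substrate so inhibition keeps polarization high; 0% = DMSO wells and 100% = 60 µM reference IDE inhibitor Ii1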
IMP-1 inh: blocks Pseudomonas aeruginosa IMP-1 metallo-beta-lactamase; inhibition, % at 5.6 µM; AID 1556; purified IMP-1, nitrocefin hydrolysis, epi-absorbance fluorescence; hit rate 0.45% among 290,000;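 active = inhibition above the mean plus 3 SD of all compounds in the same screening run, cut at about 4.5% in these data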;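 note: 0% = IMP-1 with DMSO and 100% = DMSO wells lacking enzyme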
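assay system = purified recombinant IMP-1 metallo-beta-lactamase enzyme | schedule = 15 min preincubation plus 25 min reaction at 25 °C | signal = Epi-absorbance fluorescence, 480 nm excitation, 530 nm emission | read-out basis = percent inhibition from optical density relative to buffer-blank wells | controls = IMP-1 with DMSO as 0%, enzyme-free DMSO as 100%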
VIM-2 inh: blocks Pseudomonas aeruginosa VIM-2 metallo-beta-lactamase; purified VIM-2, nitrocefin hydrolysis, epi-absorbance fluorescence; AID 1527; hit rate 0.89% among 290,000; inhibition, % at 5.6 µM;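 active = inhibition above the mean of all tested compounds plus 3 SD, cutoff set per screening run, cut at about 7.5% in these data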;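 note: red hydrolysis product quenches plate fluorescence so inhibitors raise well fluorescence; 0% = enzyme with DMSO and 100% = DMSO without enzyme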
NS3 helicase inh: inhibitors of Hepatitis C virus NS3 helicase; NS3 helicase DNA unwinding, Cy5 molecular beacon fluorescence; inhibition, % at 10.9 µM; hit rate 0.56% among 290,000; AID 1800;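 active = inhibition above the mean of all tested compounds plus 3 SD, set per campaign, cut at about 35% in these data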;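 note: 0% = DMSO wells and 100% = thioflavine S control wells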
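Material: hepatitis C virus NS3 helicase domain fragment enzyme; measured by: Cy5 fluorescence, 0 and 60 min reads; control set: DMSO and thioflavine S; incubation: 60 min unwinding reaction at 25 °C after ATP addition; read-out basis: % inhibition from 60/0 min fluorescence ratio, DMSO 0%, thioflavine S 100%; repeats: singlicate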
DNA FID counter: displaces DNA intercalator in HCV helicase counter-screen. DNA fluorescent intercalator displacement, fluorescence. AID 1845. inhibition, % at 7.9 µM. hit rate 0.17% among 290,000; in the data active = inhibition above about 37%;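 note: 0% = vehicle and 100% = reference compound; higher means more ethidium bromide displaced from hairpin DNA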
p-CIP stab down: lowers stability of the mouse p/CIP coactivator protein. Q05BA5. F442A p/CIP-EGFP cells, EGFP fluorescence, 16 h. decrease of EGFP signal, % at 10 µM. hit rate 0.01% among 290,000. AID 1984;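 active = EGFP signal decrease of at least 30% at 10 µM or well 3 SD below plate mean, unless failing retest; inactive = the rest, including hits failing retest or dose response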; note: some compounds called inactive have numbers as strong as hits; many of its hits are not listed in these tables
Target sequence (Q05BA5 1-1403): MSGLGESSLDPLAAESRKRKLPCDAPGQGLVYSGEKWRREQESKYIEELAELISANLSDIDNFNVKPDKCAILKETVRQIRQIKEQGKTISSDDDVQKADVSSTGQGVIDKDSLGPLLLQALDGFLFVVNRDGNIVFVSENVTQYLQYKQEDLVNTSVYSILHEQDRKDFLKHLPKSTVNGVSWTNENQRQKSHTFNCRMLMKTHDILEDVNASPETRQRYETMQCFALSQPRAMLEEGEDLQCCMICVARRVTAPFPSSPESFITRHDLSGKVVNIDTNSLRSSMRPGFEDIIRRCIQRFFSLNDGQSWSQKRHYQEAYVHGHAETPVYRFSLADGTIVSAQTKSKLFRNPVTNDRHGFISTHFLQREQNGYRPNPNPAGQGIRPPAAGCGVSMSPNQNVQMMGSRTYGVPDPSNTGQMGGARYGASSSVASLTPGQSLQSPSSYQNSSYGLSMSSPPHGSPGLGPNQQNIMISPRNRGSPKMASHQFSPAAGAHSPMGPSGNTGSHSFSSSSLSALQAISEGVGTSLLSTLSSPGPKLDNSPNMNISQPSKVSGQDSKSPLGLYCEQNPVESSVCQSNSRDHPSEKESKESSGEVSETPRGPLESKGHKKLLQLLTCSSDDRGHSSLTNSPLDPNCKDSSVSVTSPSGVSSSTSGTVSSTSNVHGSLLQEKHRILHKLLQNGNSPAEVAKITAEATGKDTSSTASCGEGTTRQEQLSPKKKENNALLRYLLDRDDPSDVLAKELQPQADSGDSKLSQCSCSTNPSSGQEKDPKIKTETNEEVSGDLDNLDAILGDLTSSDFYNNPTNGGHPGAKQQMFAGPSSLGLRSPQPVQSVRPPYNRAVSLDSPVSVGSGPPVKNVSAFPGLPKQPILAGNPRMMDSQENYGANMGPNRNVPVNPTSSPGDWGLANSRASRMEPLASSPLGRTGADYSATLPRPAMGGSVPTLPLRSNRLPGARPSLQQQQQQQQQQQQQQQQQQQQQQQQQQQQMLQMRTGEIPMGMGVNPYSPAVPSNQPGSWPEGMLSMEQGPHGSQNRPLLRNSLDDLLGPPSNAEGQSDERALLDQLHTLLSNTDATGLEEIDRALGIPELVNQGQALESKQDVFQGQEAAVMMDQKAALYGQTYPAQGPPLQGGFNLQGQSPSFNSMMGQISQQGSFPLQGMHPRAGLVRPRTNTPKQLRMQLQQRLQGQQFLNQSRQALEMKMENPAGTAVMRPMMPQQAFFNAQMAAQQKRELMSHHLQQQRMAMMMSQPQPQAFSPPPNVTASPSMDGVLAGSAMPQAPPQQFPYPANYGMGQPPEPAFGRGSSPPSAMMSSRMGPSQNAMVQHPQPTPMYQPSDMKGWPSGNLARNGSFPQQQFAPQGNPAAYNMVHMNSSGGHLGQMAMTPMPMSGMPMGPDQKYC
An asterisk follows results filed as active; / = no result given. Rows are unselected; about 3.6% have a hit in one of these screens.

SMILES	SUMO HTRF inh	PfM18AAP inh	IDE cell activ	IDE cell inh	IMP-1 inh	VIM-2 inh	NS3 helicase inh	DNA FID counter	p-CIP stab down
COc1ccc(Nc2nc(NCCO)nc(OC)n2)cc1	23	6	4	-3	-3.8	-3.7	6	-6	-6
Cc1csc(N/N=C/c2ccc([N+](=O)[O-])cc2)n1	5	-4	0	6	-3.7	-3.4	-2	0	4
COc1cc2c(cc1OC)C(c1cc(C)ccc1C)CC(=O)N2 (configuration not stated)	1	4	2	/	-3.0	-2.5	-7	-43	5
O=C(CSc1nc(-c2ccc(F)cc2)cs1)NCCN1C(=O)CSC1=O	14	5	-2	1	-1.1	0.1	-1	-11	-14
CCCCCN1C/C=C\C(c2ccc(OC)cc2)N(Cc2ccc(F)cc2)C(=O)C1 (configuration not stated)	-1	/	-3	0	/	/	/	/	-4
CCOCC(=O)Nc1ccc([N+](=O)[O-])cc1C	-10	-1	6	-1	-1.1	-1.2	-3	-1	7
COC(=O)c1c(C)[nH]c(C(=O)CN2CCOCC2)c1C	5	6	2	1	-2.7	-3.7	6	-2	-14
COc1ccc(/C=N/NC(=O)Nc2cccc3nsnc23)c(OC)c1	20	0	6	0	-2.5	-1.0	3	2	-17
Cn1nc(C(F)(F)F)c2cc(NC(=O)OCC(C)(C)C)sc21	-42	1	3	-2	-4.0	0.2	-6	-17	6
S=c1[nH]nc(CCc2ccc(Cl)cc2)o1	4	10	0	0	-6.7	-4.6	11	-4	2
COCCN1CCN(Cc2nc(Cc3ccc(OC)c(OC)c3)no2)CC1	17	3	-4	-1	-0.1	0.0	2	10	-18
O=C(COc1ccc2ccccc2c1)Nc1cccc2cccnc12	2	-3	7	-3	0.0	-2.3	1	-3	6
c1ccc2[nH]c(CSc3ncnc4c3oc3ccccc34)nc2c1	-16	-16	-4	11	-7.0	-1.2	3	-3	-12
CC(=O)Nc1nnc(CCN2CCCCC2)s1	6	0	3	4	-1.6	-3.2	8	0	-15
OCCC1CN(Cc2ccsc2)CCN1C1CCCC1 (configuration not stated)	6	-4	-1	5	-1.6	-1.9	3	1	-3
O=C(NCC(F)(F)F)Nc1ncccn1	-12	-8	5	1	-0.5	-2.6	-11	-4	1
CC(Sc1nnc(-c2ccccc2F)n1C1CC1)C(N)=O (configuration not stated)	22	-4	1	-2	-2.9	1.7	-5	-4	-14
Cn1nnnc1SCC(=O)NC(C)(C)C	21	1	3	4	-1.3	-2.5	-4	4	-16
C/C(=N\NC(N)=S)c1ccc(Cl)s1	5	15	3	-2	-2.1	-1.4	0	2	9
CCN(CC)C(=O)CSc1nc2c(sc(=S)n2Cc2ccco2)c(=O)n1-c1ccccc1	0	7	-5	4	0.7	1.1	-1	-24	-3
O=C(NNS(=O)(=O)c1ccccc1)c1cccc(F)c1	9	-4	4	-7	-2.8	-1.5	-43	-3	-6
COC(=O)c1cccc(NC(=S)NCc2ccco2)c1	11	-6	4	-5	-2.3	1.6	15	3	-2
CC(=O)Nc1c(F)cc(Br)cc1F	11	2	5	1	-2.6	-5.1	-4	-3	-18
Cc1ccc(N(C)C(=O)c2ccc3c(Cl)c4c(nc3c2)CCC4)cc1C	-11	0	3	-1	-1.6	-2.5	-24	-27	-2
COCCn1c(SCC(=O)N2CCCCC2)nc2c(c1=O)SCC2	-7	-1	6	2	-1.1	-1.4	3	-12	2
Nc1c(S(=O)(=O)c2ccccc2)cnc2c(-c3ccc(F)cc3)cnn12	-2	1	16	9	-3.2	-5.4	3	-5	-1
COc1ccc(CC(=O)N(C)Cc2ccc(C(C)(C)C)cc2)cc1S(=O)(=O)N1CCOCC1	-4	-4	0	6	-5.2	-4.8	-12	-46	-7
CC(=O)N1c2ccc(S(=O)(=O)NCc3ccco3)cc2CC1C (configuration not stated)	-9	-4	-4	-4	-1.7	-1.7	12	-6	-4
COc1cc(C(=O)Nc2ccc3c(c2)Cc2ccccc2-3)cc(OC)c1OC	0	-4	0	-2	-0.1	-2.5	3	0	3
CC(NC(=O)NC1CCCCC1)C(c1cccs1)N1CCN(C)CC1 (configuration not stated)	-7	-8	-1	-1	-2.5	-2.3	-1	3	-10
Cc1c(C(=O)NCc2ccccc2)oc2ccc(S(=O)(=O)N3CCCC3)cc12	18	-7	5	6	2.7	0.6	-2	-11	-8
CCc1cc2c(SCC(=O)c3ccccc3)ncnc2s1	-40	1	-1	1	-3.0	-2.7	2	-8	-15
CCn1c(SCC(=O)NCC2CCCO2)nc2c(c1=O)SCC2 (configuration not stated)	14	-9	6	-6	-1.9	-2.4	3	-6	15
CC(C)(C)CC(=O)Nc1ccccc1N1CCN(c2ccccc2)CC1	2	1	7	1	-2.1	-3.7	1	-11	-8
CCC(C)(C)NC(=O)c1cc(C(=O)OC)cc([N+](=O)[O-])c1	4	7	1	-4	-0.8	-2.8	7	2	4
Cc1cc(SCC#N)nc2ccccc12	12	0	6	1	-1.2	-1.1	5	-1	-3

A second format for some results above.
Value order – SUMO HTRF inh | PfM18AAP inh | IDE cell activ | IDE cell inh | IMP-1 inh | VIM-2 inh | NS3 helicase inh | DNA FID counter | p-CIP stab down
- CCn1c(SCC(=O)NCC2CCCO2)nc2c(c1=O)SCC2 (configuration not stated)
  14 | -9 | 6 | -6 | -1.9 | -2.4 | 3 | -6 | 15
- Nc1c(S(=O)(=O)c2ccccc2)cnc2c(-c3ccc(F)cc3)cnn12
  -2 | 1 | 16 | 9 | -3.2 | -5.4 | 3 | -5 | -1

The list goes on.
SMILES	SUMO HTRF inh	PfM18AAP inh	IDE cell activ	IDE cell inh	IMP-1 inh	VIM-2 inh	NS3 helicase inh	DNA FID counter	p-CIP stab down
CC1CCN(c2nnc(NC(=O)Cn3c(=O)oc4ccccc43)s2)CC1	22	5	0	2	-4.2	-4.0	-4	-3	2
NC(=S)N/N=C/c1ccccc1OC(=O)c1cc2ccccc2oc1=O	25	26	4	-3	-2.5	-0.2	0	-35	-2
O=C(C(=O)N1CCc2ccccc2C1)c1cn(CC(=O)N2CCCC2)c2ccccc12	10	-2	-4	2	-1.9	-1.4	0	-24	-9
Cc1ccc(SCCC(=O)NCCSCc2ccccc2C)cc1	-10	-5	1	0	-0.2	1.9	-8	-28	0
COc1ccc(-c2cc3ccc(OCC(N)=O)cc3oc2=O)cc1OC	14	-17	3	0	1.3	6.2	8	-17	5
Cc1ccc2nc(C)cc(OCC(=O)O)c2c1	23	6	-1	4	-3.0	-3.9	-4	4	-4
COc1ccc(/C=N/NC(=O)C2C(C=C(Cl)Cl)C2(C)C)c(OC)c1 (configuration not stated)	-28	5	3	-1	-2.7	-1.9	-6	-16	-6
CC(=O)Nc1ccc(CN2CCc3c([nH]c4ccccc34)C2c2ccccn2)cc1 (configuration not stated)	10	-12	2	5	-1.6	-2.8	-12	-5	-7
CCn1cc(S(=O)(=O)CC(=O)Nc2cccc(C)c2)c2ccccc21	-9	/	1	-1	/	/	/	/	-5
COc1ccc(-c2ccc(CNCCCN3CCOCC3)o2)cc1Cl	18	2	3	7	-2.8	-0.7	-7	24	-7
CCC(C)(C)NC(=O)c1ccc(Br)o1	19	-2	1	4	-2.9	0.4	3	-1	-15
COc1ccc(CCN2CC(C(=O)NCc3cnn(C(C)C)c3)CCC2=O)cc1 (configuration not stated)	19	-4	1	2	-0.5	-0.7	-9	-19	-2
COc1ccc(NC2CCCN(C(=O)c3ccc4[nH]c(C)c(C)c4c3)C2)cc1OC (configuration not stated)	-8	24	3	0	0.4	-1.0	10	-22	-10
CCSC1=NCCN1S(=O)(=O)c1ccc(F)cc1	6	-1	4	5	-3.2	-3.1	-5	5	13
Nc1nc2sc3c(c2cc1C(=O)N1CCOCC1)CCCC3	12	15	-1	3	-4.9	-5.7	2	1	2
O=C(CN1CCC(c2nc3ccccc3s2)CC1)N1CCCCC1	16	-5	9	7	-2.2	-1.2	7	-3	-9
O=C(O)C1CCCN1c1ncnc2c1oc1ccccc12 (configuration not stated)	12	-1	3	0	-2.5	-2.2	-6	6	-5
COc1ccc(-c2csc(Nc3cc(C)ccn3)n2)cc1OC	2	-1	1	-4	-3.0	-0.2	-3	-23	-14
COC(=O)c1c(-n2c(C)cc(C=O)c2C)sc2c1CCCC2	6	3	2	-5	-3.5	-3.8	1	-24	0
Cc1cccc(NC2(C(F)(F)F)N=C(c3ccccc3)NC2=O)n1 (configuration not stated)	4	0	0	0	-2.0	-4.7	4	2	-8
Cn1c(=O)c2c(ncn2CC(O)CNc2cccc(Cl)c2)n(C)c1=O (configuration not stated)	-10	-13	-1	-1	-2.1	-0.9	10	-7	-18
CCn1ccnc1CN(C)Cc1cn(-c2ccc(C)cc2)nc1-c1ccc(F)cc1	7	4	-3	-1	-3.1	-4.0	-57	14	-1
O=C(CCN1C(=O)/C(=C\C=C\c2ccccc2)SC1=S)Nc1ccccc1C(=O)O	23	2	1	-8	8.1*	-0.5	0	25	-15
Cn1c(=O)cc(OCCCC(=O)N2CCN(c3ccccc3)CC2)c2ccccc21	7	1	-3	-1	-1.7	-2.3	1	-35	-12
O=[N+]([O-])c1cc(-c2n(-c3ccccn3)c3ccccc3[n+]2-c2ccccn2)ccc1Cl	-14	-5	6	-2	-3.5	1.6	-6	-7	-9
Cc1cc2c(c(=O)n1Cc1cccnc1)C(Cc1ccccc1)C(C#N)=C(N)O2 (configuration not stated)	1	10	9	2	-2.3	-1.9	4	-16	-14
CC(=O)Nc1ccc2nc(NC(=O)COc3ccc([N+](=O)[O-])cc3)sc2c1	20	2	6	0	-2.5	-2.7	4	11	-13
O=C(CC(c1ccco1)S(=O)(=O)c1ccccc1)c1ccc(F)cc1 (configuration not stated)	4	-3	3	1	-1.6	-1.6	9	-6	0
NS(=O)(=O)c1ccc2nc(NC(=O)c3ccc4c(c3)OCCO4)sc2c1	-2	0	-1	1	-1.3	-1.8	7	-5	6
CCOC(=O)N1CCN(C(=O)CSc2nnc(-c3cc(OC)cc(OC)c3)o2)CC1	1	0	-2	-1	-1.2	-2.1	1	-2	14
COc1ccc(CCC(=O)Nc2cc(Cl)ccc2N2CCN(C)CC2)cc1	11	-12	/	-1	-1.7	0.1	-39	9	2
CC(=O)CC(=O)Nc1cccc2c1CCCC2	-8	-14	6	4	-2.3	-0.4	15	-7	-2
O=C(Nc1ccc(NC(=O)c2ccco2)c(Cl)c1)c1ccc2c(c1)OCCO2	43	-5	3	1	-2.9	-3.4	1	-8	2
COc1cc2[nH]c(C(=O)NCCc3ccccc3)cc2c(OC)c1OC	28	5	1	4	-1.7	-2.6	9	-35	-8
Cc1cc(=O)oc(C)c1C(=O)Nc1ccc(N(C)C)cc1	13	1	1	-3	-2.7	-2.2	-5	-1	-10
COC(=O)CCCC1=CC2=C(c3ccccc3)C(=O)C(C)(OC(=O)C3CCCC3)C(=O)C2=CN1CCN1CCOCC1 (configuration not stated)	-11	/	2	-6	/	/	/	/	-5
CCCNC(=O)C1CCCN(S(=O)(=O)c2ccc3c(c2)CC(C)N3C(=O)C2CC2)C1 (configuration not stated)	1	2	-3	-1	-2.6	-1.9	-11	-40	-13
